# From PubChem BioAssay
# CHO-K1 Ca antag – M1 antagonist counterscreen hit in parental CHO-K1 cells; ATP-induced calcium, Fluo-8 fluorescence; inhibition, % at 3 µM; actives 0.6% (n = 360,000); AID 602250;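 active = inhibition above a per-plate cutoff, the plate's mean sample inhibition plus 3 SD, cut at about 24% in these data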;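 also: 0% = DMSO plus EC80 ATP and 100% = DMSO alone without ATP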
# OXTR potentiator – human OXTR potentiation; CHO-OTR cells, Fluo-8 calcium fluorescence, potentiator mode; 0% = oxytocin EC15, 100% = EC100; activation, % at 3 µM; actives 0.061% (n = 320,000);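 active = activation above that plate's cutoff, the mean activation of tested compounds plus 3 SD, cut at about 6.6% in these data, passing the limit was not always enough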;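 also: 100% uses oxytocin at 75 nM as the full agonist control; some results filed as inactive read as strong as hits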
# Target sequence (P30559 whole entry, looked up): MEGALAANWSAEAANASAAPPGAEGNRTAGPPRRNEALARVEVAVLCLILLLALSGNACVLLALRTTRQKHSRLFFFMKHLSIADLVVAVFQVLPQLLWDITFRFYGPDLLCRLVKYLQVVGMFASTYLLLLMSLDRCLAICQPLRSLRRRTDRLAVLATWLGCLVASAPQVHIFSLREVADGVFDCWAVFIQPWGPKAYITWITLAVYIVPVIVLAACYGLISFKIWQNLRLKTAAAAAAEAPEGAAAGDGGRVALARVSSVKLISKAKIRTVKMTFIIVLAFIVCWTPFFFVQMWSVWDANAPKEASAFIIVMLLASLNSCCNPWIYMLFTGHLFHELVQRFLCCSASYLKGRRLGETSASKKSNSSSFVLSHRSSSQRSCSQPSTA
#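 assay system = CHO-OTR cells, human receptor | schedule = compound 6 min at room temperature before oxytocin, 100 s read | detection = Fluo-8 intracellular calcium fluorescence, ex 470-495, em 515-575 nm | evaluation = normalized max/min fluorescence ratio, % activation | control set = EC15 oxytocin alone as 0%, 75 nM oxytocin (EC100) as 100%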
# M1 PAM parental – M1 PAM counterscreen hit in parental CHO-K1 cells; ATP EC20, Fluo-8 calcium fluorescence; 0% at ATP EC20, 100% at ATP max; actives 0.02% (n = 360,000); AID 602247; activation, % at 3 µM;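 active = activation above the run cutoff, the mean activation of all test compounds plus 3 SD, cut at about 40% in these data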;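 also: peak over basal fluorescence ratio in a 140 s read after ATP addition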
# CHO parental Ca – counter-screen for OX1R antagonists: effect in parental CHO cells | parental CHO-K1, ATP-induced calcium, Fluo-8 fluorescence | inhibition, % at 5.6 µM | actives 0.63% (n = 330,000) | AID 463079;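 active = inhibition above that plate's mean sample inhibition plus 3 SD, cut at about 26% in these data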;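 also: 0% = ATP-challenged DMSO wells and 100% = DMSO wells without ATP; some compounds past the cut are filed as inactive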
#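 Assay system: parental CHO cells; Read-out basis: percent inhibition of ATP-evoked calcium rise, normalized to controls; Benchmarks: ATP and no-ATP DMSO wells; Compound dosing: single nominal dose of 5.6 µM per compound; Signal: Fluo-8 calcium dye fluorescence; Also added: ATP as calcium-mobilizing challenge; Repeats: singlicate.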
# M1 ag parental – counter-screen for M1 agonists: effect in parental CHO-K1 cells | actives 0.48% (n = 360,000) | activation, % at 3 µM | Fluo-8 calcium fluorescence; scaled to maximal ATP response, vehicle zero; in the data active = activation above about 15%;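 also: untransfected CHO-K1 host cells lacking M1 receptor as counterscreen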
# V1R ag counter – counter-screen for oxytocin receptor agonists: human V1a receptor agonists; P37288; CHO-V1R cells, Fluo-8 calcium fluorescence, agonist mode; 0% DMSO, 100% 3 nM vasopressin; activation, % at 3 µM; actives 0.25% (n = 320,000); AID 2797;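 active = activation above the mean activation of all tested compounds plus 3 SD, per screening run, cut at about 20% in these data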;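 also: signal is peak over basal fluorescence ratio across a 100 second FLIPR read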
# TAAR1 antag – human TAAR1 antagonism; Q96RJ0; CHO RD-HGA16 TAAR1, Fluo-8 calcium fluorescence, antagonist; inhibition, % at 3 µM; actives 1.5% (n = 360,000); AID 624466;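 active = inhibition above a per-plate cutoff, the mean inhibition of test compounds on that plate plus 3 SD, cut at about 49% in these data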;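 also: 0% = DMSO plus EC80 beta-PEA response and 100% = DMSO alone without agonist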
#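 Test system: hTAAR1-expressing CHO RD-HGA16 cells, Gα16-coupled; Probe or stimulus: EC80 β-phenethylamine stimulus; Compound dosing: single nominal final test compound concentration of 3 µM; Timing: 140 s kinetic read after compound, 140 s after agonist; Signal: Fluo-8 calcium-sensitive fluorescence; Measure: % inhibition of agonist calcium response; Controls: DMSO and EC80 PEA controls.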
# CHRM1 agonist – agonists of human M1 muscarinic receptor; P11229; CHO-K1 hM1, Fluo-8 calcium fluorescence, agonist mode; 0% DMSO, 100% acetylcholine EC100; activation, % at 3 µM; actives 0.33% (n = 360,000);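 active = activation above the run's mean compound activation plus 3 SD, cut at about 16% in these data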;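 also: peak over basal fluorescence ratio within a 140 s kinetic read after compound addition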
# Target sequence (P11229 whole entry, looked up): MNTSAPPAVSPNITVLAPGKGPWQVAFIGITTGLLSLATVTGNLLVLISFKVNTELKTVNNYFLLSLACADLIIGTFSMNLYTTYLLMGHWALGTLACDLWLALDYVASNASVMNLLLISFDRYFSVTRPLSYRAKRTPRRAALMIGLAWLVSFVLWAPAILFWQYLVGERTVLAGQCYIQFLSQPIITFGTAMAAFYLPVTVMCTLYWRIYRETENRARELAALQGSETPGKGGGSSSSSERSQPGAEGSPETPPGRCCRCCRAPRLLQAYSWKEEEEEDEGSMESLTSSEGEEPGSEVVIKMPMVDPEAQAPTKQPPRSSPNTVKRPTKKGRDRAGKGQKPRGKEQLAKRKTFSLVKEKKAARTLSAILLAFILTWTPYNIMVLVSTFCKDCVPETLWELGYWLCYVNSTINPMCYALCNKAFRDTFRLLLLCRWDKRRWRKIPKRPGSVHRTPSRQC
# TAAR1 ag – human TAAR1 agonism; CHO RD-HGA16 TAAR1, Fluo-8 calcium fluorescence; vehicle wells 0%, saturating PEA agonist 100%; AID 624467; activation, % at 3 µM; actives 0.99% (n = 360,000);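 active = activation above the mean activation of all test compounds in the run plus 3 SD, cut at about 38% in these data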
#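 Test system: RD-HGA16 (CHO) cells co-expressing Gα16 and hTAAR1 | Doses: Single dose, 3 µM | Schedule: 17-24 h seeding, 75 min 37 °C dye, 30 min RT | Evaluation: % activation from peak over basal fluorescence ratio, DMSO-to-PEA scaled | Technique: Kinetic Fluo-8 calcium fluorescence | Benchmarks: Low control DMSO, high control PEA (EC100)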
# Active calls of the source: *; · = no result given.
SMILES,CHO-K1 Ca antag,OXTR potentiator,M1 PAM parental,CHO parental Ca,M1 ag parental,V1R ag counter,TAAR1 antag,CHRM1 agonist,TAAR1 ag
Cc1ccc(CN(C)C(=O)c2cc(COc3cccc(C(F)(F)F)c3)on2)o1,1,-3,-10,9,-0.3,1.3,21,-1,-2
COC(=O)c1nc2ccc(N3CCOCC3)cc2c(C)c1C(=O)OC,3,-5,-18,4,-0.4,0.1,9,0,1
Clc1ccc(CN2C3=NCCCN3c3ccccc32)cc1,0,-11,16,-21,5.1,1.7,-5,-3,5
O=C(COC(=O)c1ccccc1Nc1cccc(C(F)(F)F)c1)NCc1ccco1,-4,-8,17,-13,1.8,0.3,-6,-5,-2
COc1ccc(Cl)cc1NC(=O)Cn1c(=O)n2nc(C)nc2c2ccccc21,10,-15,1,-20,0.9,1.4,-4,-3,5
Cc1ccc(C(=O)Nc2ccccc2Oc2ccccc2)o1,-10,6,1,-9,-0.3,1.3,-22,-6,2
COc1cc(/C=C(/NC(=O)c2ccccc2Cl)C(=O)O)cc(OC)c1OC,7,-12,10,-5,3.7,0.1,-4,-2,8
O=c1[nH]c(=O)n(Cc2ccco2)c2c1C(C(F)(F)F)(C(F)(F)F)N=C(Cc1ccccc1)N2,11,-16,14,-9,6.9,6.1,38,1,21
COc1ccc(NC(=O)COC(=O)c2cc(S(=O)(=O)N3CCCC3)ccc2O)cc1,-3,-6,10,-21,6.8,4.3,6,2,4
CC1=C(C(=O)OCCOc2ccccc2)C(c2ccsc2)NC(=O)N1C (stereo unspecified),4,-10,-13,-5,3.2,4.0,8,-2,7
CCOc1ccc(S(=O)(=O)N2CCN(C)CC2)c(C)c1C,2,-3,10,-3,0.5,-0.9,6,-6,7
Cc1cn(C2CCC(CO)O2)c(=O)[nH]c1=O (stereo unspecified),3,·,-10,·,0.0,·,-18,-2,3
O=C(c1ccc(Cn2c(=S)[nH]c3cc4c(cc3c2=O)OCO4)cc1)N1CCN(c2ccccc2)CC1,-12,-16,9,27,0.4,2.1,-31,-1,4
O=C1NN(c2ccccc2)C(=O)C2C3C=CC(C4CC34)C12 (stereo unspecified),-30,-3,19,6,0.7,1.2,-3,-3,10
CC(C)/C=N/NC(=O)c1ccc(Cl)cc1,-7,-5,24,-14,1.8,-0.5,3,-7,-1

# Brought forward from above: 2 compounds; new compounds follow.
SMILES,CHO-K1 Ca antag,OXTR potentiator,M1 PAM parental,CHO parental Ca,M1 ag parental,V1R ag counter,TAAR1 antag,CHRM1 agonist,TAAR1 ag
O=C1NN(c2ccccc2)C(=O)C2C3C=CC(C4CC34)C12 (stereo unspecified),-30,-3,19,6,0.7,1.2,-3,-3,10
CC(C)/C=N/NC(=O)c1ccc(Cl)cc1,-7,-5,24,-14,1.8,-0.5,3,-7,-1
O=C1CC(c2ccc(F)cc2)Sc2nc(C34CC5CC(CC(C5)C3)C4)nn21 (stereo unspecified),-4,-2,26,-4,-0.2,-0.4,-3,-6,-1
CCNC(=O)CC1C(=O)N(C)C(=S)N1NC(=O)c1ccc(Cl)cc1 (stereo unspecified),9,-1,4,-19,-0.4,0.1,6,1,9
O=C(CSc1nc2ccccc2[nH]1)Nc1ccc(F)c(F)c1,-13,-5,-1,16,7.2,5.7,-6,-1,14
CCOC(=O)c1sc2nc(NC(=O)C3CCCCC3)sc2c1C,-3,-5,2,-6,0.0,0.4,-16,-2,0
O=c1cc(CSc2n[nH]c(-c3ccncc3)n2)nc2sccn12,5,-5,-1,4,-0.1,-0.3,0,-1,4
CCOC(=O)Cc1c(C)nc2c(-c3ccc(Cl)cc3)cnn2c1C,-3,-6,1,-21,0.4,-0.5,2,-9,0
CC1=CCC(C(=O)O)C(C(=O)Nc2ccc(-c3nc4ccc(C)cc4s3)cc2)C1 (stereo unspecified),-5,-5,6,-11,0.8,0.9,-19,-2,-2
Cc1cccc(CN2CCN(CC(=O)NCc3ccc(F)cc3)C2=O)c1,12,-1,-6,-1,0.0,-1.2,-32,5,0
NS(=O)(=O)c1ccc(NC(=S)N2CCc3ccccc32)cc1,-3,-7,15,-3,0.9,1.3,14,0,5
O=C(CSC1=NCCS1)N1CCCC1,1,-9,4,-11,0.3,-0.1,9,-2,1
Cc1ccc(-n2c(C)cc(C(=O)Cn3nc(C(=O)O)c4ccccc4c3=O)c2C)cc1,-2,-11,12,-16,0.5,2.1,7,0,3
CCc1nnc(NS(=O)(=O)c2ccc(NC(=S)NC(=O)/C=C/c3ccccc3)cc2)s1,12,-5,-10,-18,-0.5,0.2,13,-7,-1
Cc1cccc(S(=O)(=O)Nc2ccc(C)c3c2OC(C)(C)C3)c1,-3,-12,-2,-31,-0.5,0.2,22,-5,9
O=C(NCCOc1ccccc1)c1cccc(S(=O)(=O)N2CCN(Cc3ccccc3)CC2)c1,-15,·,4,·,6.4,·,2,-4,0
COc1ccc(Cl)cc1NC(=O)CCNS(=O)(=O)c1cccc2nonc12,-11,0,-1,-15,1.6,0.8,-1,-5,1
O=C(COC(=O)CCSc1ccc(Cl)cc1)Nc1ccc(F)cc1,-8,-5,23,-11,4.8,1.6,4,-4,1
O=C(CCn1cccc1)Nc1ccccc1F,-7,-12,19,-4,0.3,0.9,-14,0,3
CC1Sc2ccc(C#N)cc2N(Cc2cccc(C(F)(F)F)c2)C1=O (stereo unspecified),-9,·,12,·,0.3,·,36,-8,-1
Cc1ccc(NS(=O)(=O)c2cc(C(=O)N3CCc4ccccc4C3)ccc2Cl)cc1,-15,-7,9,-14,2.4,0.4,13,4,0
O=C(COc1ccc([N+](=O)[O-])cc1)NNC(=S)NC(=O)c1ccc(Br)cc1,-4,-23,0,-6,-0.1,-0.6,-16,-3,1
O=C(CNS(=O)(=O)c1c(F)cc(F)cc1Br)OCC(=O)N1CCCC1=O,-5,3,-10,-10,5.6,0.5,-14,-2,0
COc1ccccc1NC(=O)CN1CCN(CC(=O)Nc2cc(C)ccc2OC)CC1,-11,·,15,·,2.1,·,-8,-2,-2
Clc1ccc(CN(Cc2ccc(Cl)cc2)c2nn[nH]n2)cc1,-7,-6,1,-5,-0.1,1.0,0,-6,-2
CCCCOc1cccc(C(=O)NC(=S)Nc2ccc(Cl)c(C(=O)O)c2)c1,-13,-3,10,-13,-0.2,-1.5,-4,-8,6
CC(C)(C)c1cc(CCC(=O)NNC(=S)NC(=O)c2ccccc2)cc(C(C)(C)C)c1O,30*,-19,-6,-4,56*,31*,·,81*,·
CN(Cc1cnn(C)c1)C(=O)C1CCC(=O)N(C2CCCCCC2)C1 (stereo unspecified),-8,3,-4,5,0.2,0.9,-15,-2,3
COc1ccc2c(c1)cc1n2CCN2CCCN=C12,-11,-4,-4,-7,-0.4,0.2,9,-15,0
COc1ccc(S(=O)(=O)Nc2cccc3c2O[C@@H](CN(C)CC2CC2)[C@@H](C)CN([C@@H](C)CO)C3=O)cc1,0,0,-12,-9,-0.5,1.3,2,4,4
O=C(c1ccc2c3c(cccc13)CC2)C1CCCN(C(=O)c2ccc[n+]([O-])c2)C1 (stereo unspecified),17,0,-22,-7,0.0,-0.1,-22,-3,1
O=C(CSc1nnc2c(n1)[nH]c1ccccc12)Nc1ccc(S(=O)(=O)Nc2ncccn2)cc1,5,·,-5,·,-0.1,·,7,-7,2
Cc1cc(C)n(-c2ccc(N3CCOCC3)nn2)n1,3,1,8,-8,0.1,0.6,3,0,-3
c1ccc(-n2cc(CNCCc3cscn3)c(-c3ccc4c(c3)OCO4)n2)cc1,11,-2,2,-26,0.3,1.5,3,-14,25
Cc1cnc(C(=O)OCC(=O)Nc2sc3c(c2C(N)=O)CCCC3)cn1,3,0,8,-1,0.3,-1.8,-14,-4,-1
CC(=O)c1ccccc1Oc1nc(CN2CCOCC2)nc2scc(-c3cccs3)c12,-1,-10,10,-23,1.1,0.3,12,-3,0
CN=C1S/C(=C\c2ccc(N3CCOCC3)c(F)c2)C(=O)N1C,-3,-21,9,-17,0.7,-0.2,10,-2,0
CNC(=O)c1c[nH]n2c(=O)c(Cc3ccccc3F)c(C)nc12,3,3,10,6,0.0,1.1,-2,-5,2
Cc1ccc(-c2cnco2)cc1,-7,3,5,5,0.6,0.8,0,-3,7
CCOC(=O)N1CCN(c2nc(-c3ccccc3)c3ccccc3n2)CC1,-13,-3,6,-12,0.9,-1.6,·,-2,·
O=C(CN1CCN(S(=O)(=O)c2ccccc2[N+](=O)[O-])CC1)Nc1ccc(N2CCOCC2)cc1,-14,-5,17,-2,4.4,3.4,3,-1,0
COc1ccc(C(=O)OCC#CCSc2nnc(-c3cccc4ccccc34)o2)cc1,-6,-9,-9,-9,-0.2,2.8,26,-1,12
Cc1oc(-c2ccccc2F)nc1CS(=O)(=O)CC(=O)N1CCN(Cc2ccccc2)CC1,-1,-3,-2,-9,3.4,6.1,13,-1,3
O=C(NCCOC(=O)c1c(F)cccc1Cl)c1c(F)cccc1Cl,-6,·,2,·,0.7,·,-17,-6,1
CCC1(c2ccccc2)NC(=O)N(CC(=O)NC2(C#N)CCCCC2)C1=O (stereo unspecified),6,-3,-1,-14,-0.3,-0.9,-19,2,1
CCN(CC)S(=O)(=O)c1cc(C(=O)Nc2ccccc2[N+](=O)[O-])ccc1Cl,-9,-11,6,-23,2.2,1.8,33,-4,10
CCN(CC)CCn1c(NCc2cccc(OC)c2)nc2ccccc21,-1,-14,12,-29,0.4,0.5,7,-4,-1
CC(=O)Nc1ccc2c(COC(=O)[C@H](C)N3C(=O)C4CCCCC4C3=O)cc(=O)oc2c1 (stereo partly specified),-12,1,14,-4,1.1,0.8,-17,-3,2
COc1ccc(C(CNC(=O)c2ccc(S(=O)(=O)N(C)C)cc2)N(C)C)cc1 (stereo unspecified),-6,-6,27,-13,1.8,0.3,1,-13,4
COc1cc(/C=C2/C(=N)N3OC(C)=CC3=NC2=O)ccc1OCCOc1ccc(C)cc1,-7,-18,25,-2,0.2,-1.3,5,0,1
CC1CC(OC(=O)c2ccccc2C(=O)c2ccc(Cl)cc2)C(=O)O1 (stereo unspecified),4,-3,19,-14,0.4,-0.2,-15,-7,1
CCOCCCn1c(=N)c(S(=O)(=O)c2ccccc2)cc2c(=O)n3cc(C)ccc3nc21,5,-8,6,-8,0.3,-0.2,-16,-6,-2
